esBAF inh: SWI/SNF esBAF complex inhibition; mouse ES cells, Bmi1-luciferase knock-in reporter, 24 h; 100% = twice the neutral-well signal; reporter increase, % at 12.5 µM; 350,000 compounds, 2% hits; AID 602393; in the data active = activation above about 40%; inconclusive = no clear call, values can overlap the other calls;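 note: 0% = median of the plate's neutral control wells and 100% = double that signal; a rise in the Bmi1 reporter signal indicates esBAF inhibition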
RAD54 inh: RAD54 (human) branch migration inhibition; Q92698; 360,000 compounds, 0.14% hits; AID 602329; inhibition, % at 10.4 µM; RAD54 Holliday junction branch migration, FAM/BHQ fluorescence;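 active = mean normalized replicate activity at least 40 and at least half of replicates scoring 40 or more; inconclusive = only one of the two criteria met; inactive = mean below 40 and under half of replicates reaching 40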;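 note: 0% = median of neutral control wells and 100% = median of positive control wells; inhibitors cause a drop in the FAM fluorescence signal; in these data hits start at about 50%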
RAD52 anneal inh: RAD52 (human) annealing inhibition. P43351. recombinant RAD52 DNA annealing, FRET fluorescence. inhibition, % at 18.7 µM. 360,000 compounds, 0.46% hits. AID 651710;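 active = every replicate showing at least 50% inhibition; inconclusive = mean inhibition at least 50% but not in every replicate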
ERAP1 inh: ERAP1 (human) enzyme inhibition | recombinant ERAP1, Leu-AMC fluorescence, 60 min | inhibition, % at 10.7 µM | 340,000 compounds, 0.15% hits | AID 652197;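 active = mean replicate inhibition of at least 30%, or all replicates individually reaching that 30% level; inactive = mean below 30% and not every replicate reaching it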;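 note: 0% = neutral control wells and 100% = L-leucinethiol positive control wells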
Target sequence (Q9NZ08 whole entry, looked up): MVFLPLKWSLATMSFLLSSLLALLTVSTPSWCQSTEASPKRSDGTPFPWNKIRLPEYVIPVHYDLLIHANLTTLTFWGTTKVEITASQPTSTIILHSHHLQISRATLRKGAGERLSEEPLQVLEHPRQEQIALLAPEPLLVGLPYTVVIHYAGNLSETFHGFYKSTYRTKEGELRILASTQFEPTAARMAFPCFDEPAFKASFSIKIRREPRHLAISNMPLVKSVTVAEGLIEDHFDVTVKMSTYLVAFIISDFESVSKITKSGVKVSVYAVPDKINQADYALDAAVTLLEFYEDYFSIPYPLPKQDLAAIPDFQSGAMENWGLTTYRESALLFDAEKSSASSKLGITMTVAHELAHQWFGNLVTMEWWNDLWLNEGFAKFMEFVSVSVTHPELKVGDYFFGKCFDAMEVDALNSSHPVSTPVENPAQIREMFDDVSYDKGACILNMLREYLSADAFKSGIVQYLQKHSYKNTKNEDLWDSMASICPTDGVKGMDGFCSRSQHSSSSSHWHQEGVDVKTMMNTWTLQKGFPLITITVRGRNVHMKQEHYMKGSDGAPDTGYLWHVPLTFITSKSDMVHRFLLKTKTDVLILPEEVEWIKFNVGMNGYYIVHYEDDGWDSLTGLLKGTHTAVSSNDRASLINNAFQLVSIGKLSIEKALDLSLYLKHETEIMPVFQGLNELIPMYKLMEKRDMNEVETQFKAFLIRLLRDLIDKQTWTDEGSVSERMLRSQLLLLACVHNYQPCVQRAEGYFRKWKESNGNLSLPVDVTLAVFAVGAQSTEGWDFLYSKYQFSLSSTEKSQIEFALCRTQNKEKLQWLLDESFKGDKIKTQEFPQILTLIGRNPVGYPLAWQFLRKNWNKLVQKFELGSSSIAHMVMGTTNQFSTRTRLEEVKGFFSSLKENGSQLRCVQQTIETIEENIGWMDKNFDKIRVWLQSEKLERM
Xi reactivation: reactivates the inactive X chromosome in mouse fibroblasts | XiGFP mouse fibroblasts, % GFP-positive cells imaging, 3 d; cells co-treated with 5-aza-dC sensitizer; scaled so ellipticine positive control = 100% | activation, % at 7.58 µM | 360,000 compounds, 0.055% hits | AID 743238;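 active = mean normalized replicate activation at least 10% and every replicate at or above 10%; inconclusive = only one of the two criteria met; inactive = mean below 10% and not all replicates reach 10%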;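 note: 0% = median of on-plate neutral control wells and 100% = ellipticine 6 µM median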
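Assay system: SV40-immortalized XiGFP fibroblast cells, line 68-5-11; buffer or medium: DMEM plus 5-aza-dC sensitizer; compound: one concentration, pinned; timing: compounds 3 days, fix/stain 15 min at room temperature; benchmarks: positive control ellipticine, 6 µM final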
E-sel inducer: induces E-selectin expression in human endothelial cells; P16581; HUVEC E-selectin immunofluorescence imaging; normalized: neutral wells 0, TNF-alpha wells 100; activation, % at 7.58 µM; 260,000 compounds, 0.37% hits;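 active = mean E-selectin-positive cell signal at least 10% of the positive control, reached in at least 60% of replicates, without over 20% cell loss; inconclusive = no rule given, readout overlaps actives, possibly toxicity-flagged; inactive = the rest, including those meeting only one limit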;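 note: in these data hits start at about 27%; measured in HUVEC primary endothelial cells; signal is the percent of cells scored E-selectin positive by PE staining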
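Test system – human umbilical vein endothelial cells (HUVEC), E-selectin induction · Input – 3,000 HUVEC seeded per well · Buffer or medium – EGM-2, gelatin · Compound dosing – single-point compound dose · Detection – immunofluorescence imaging · Measure – percent E-selectin-positive cells · Controls – TNF-alpha high, DMSO low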
ERp5 block: blocks human ERp5 reductase activity on insulin; inhibition, % at 9.99 µM; 350,000 compounds, 0.05% hits; ERp5 insulin aggregation, absorbance 650 nm, 90 min;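 active = mean replicate inhibition above about 25%, with every replicate also reaching it, limit read from the data, passing the limit was not always enough; inconclusive = only one of those two criteria met; inactive = neither criterion met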
S100A4 inh HTS: inhibitors of human S100A4 binding to myosin IIA peptide; S100A4/TAMRA-MyoIIA peptide fluorescence polarization; inhibition, % at 10.7 µM; 360,000 compounds, 0.14% hits; AID 652163;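 active = mean inhibition of at least 70% across replicates, with every replicate also reaching that level; inconclusive = mean inhibition reaches 70% but some replicates fall short; inactive = mean inhibition below 70%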
Target sequence (P26447 whole entry, looked up): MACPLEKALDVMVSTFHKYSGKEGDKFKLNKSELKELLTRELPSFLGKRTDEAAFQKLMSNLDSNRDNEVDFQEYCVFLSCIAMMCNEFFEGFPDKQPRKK
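Material: S100A4 monomer protein / Buffer or medium: 50 mM HEPES pH 7.2, 10 mM CaCl2, 100 mM KCl / Times: 5 min incubation before reading / Benchmarks: neutral control DMSO, positive control TFP / Reagent: labelled myosin peptide probe, 5 nM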
The depositor's hits bear a star; ? = inconclusive; / = no result given.

SMILES	esBAF inh	RAD54 inh	RAD52 anneal inh	ERAP1 inh	Xi reactivation	E-sel inducer	ERp5 block	S100A4 inh HTS
COC(=O)[C@@H]1C[C@@]2(O)[C@@H](O)[C@@H](O)[C@@H](O)C[C@H]2N1Cc1cc(OC)cc(OC)c1	-2	-1	6	/	0.0	0.1	0	-3
CC(=O)c1c(C)[nH]c(C(=O)COC(=O)c2c(-c3ccccc3)noc2C)c1C	-7	-11	-11	1	-0.1	0.2	-2	-4
COc1ccc(S(=O)(=O)N(C)C[C@@H]2Oc3ccc(NS(=O)(=O)c4ccc(F)cc4)cc3C(=O)N([C@@H](C)CO)C[C@@H]2C)cc1	2	-8	5	2	0.5	0.0	-10	-4
N#CC1(C#N)C(C(=O)C23CC4CC(CC(C4)C2)C3)C12CCOCC2 (centres undefined)	/	/	-1	1	0.1	0.8	-1	-2
COc1ccccc1NS(=O)(=O)c1ccc2c(c1)n(C)c(=O)n2C	13	-7	-4	9	/	/	-2	1
Cc1ccc(NC(=O)Nc2ccc(F)cc2)cc1Cl	68*	-1	-26	3	0.2	/	2	-2
Cc1cccc(N/N=C2/COC(C)(C)CC2=O)c1	20	2	-15	-1	0.3	/	-1	7
COc1ccc(N(C(=O)c2snc(C(N)=O)c2N)C(C(=O)NC2CCCC2)c2ccco2)cc1 (centres undefined)	5	-17	-2	0	0.1	-0.2	1	-4
COc1ccc(OC)c(NC(=O)CSc2nnc(Cn3c(=O)sc4ccccc43)n2C)c1	0	1	3	-3	0.2	-0.1	0	2
CCOC(=O)C1CCN(C(=O)COC(=O)CNS(=O)(=O)c2ccc(SC)c([N+](=O)[O-])c2)CC1	1	-3	1	3	-0.1	/	1	-2
COc1ccc(NC(=O)Nc2ccc3c(c2)C(=O)N([C@H](C)CO)C[C@H](C)[C@H](CN(C)Cc2ccc4c(c2)OCO4)O3)cc1	-1	10	22	0	?	6.3	0	-3
COc1ccc2ccc(O)c(CN3CCN(S(=O)(=O)c4cccc(C(F)(F)F)c4)CC3)c2c1	0	-6	-11	-5	0.2	2.7	6	3
O=C(NC1CCCC1)c1ccc(CS(=O)Cc2ccccc2Cl)o1 (centres undefined)	1	12	-1	0	0.2	/	-2	-3
CC1CN(C(=O)CCNC(=O)c2ccc(Cl)cc2)CC(C)O1 (centres undefined)	-10	-3	-3	0	0.1	-0.7	10	4
N#C[C@@H]1[C@@H](c2ccc(-c3ccccc3F)cc2)[C@@H](CO)N1C(=O)C1CCC1	6	-1	-22	2	0.5	-0.2	4	2
FC(F)c1nnc2c(Cl)cc(C(F)(F)F)cn12	/	/	0	-2	0.1	/	5	-2
CC(=O)Nc1ccc(Nc2nc(Cl)nc(Nc3ccc(NC(C)=O)cc3)n2)cc1	/	/	8	2	0.0	/	0	-2
COc1ccc(-c2noc(CN(C)C(=O)Nc3ccccc3)n2)cc1	/	/	-13	1	0.2	0.1	-1	-11
COc1ccc(/C=C/C(=O)NCCCN2CCCC2)cc1	-2	4	-12	2	0.1	1.2	2	1
CO[C@@H]1CN(C)C(=O)c2cc(NC(=O)c3ccc(F)cc3)ccc2OC[C@H](C)N(C(C)=O)C[C@@H]1C	2	3	12	4	-0.3	-0.1	-1	-1
Cc1cc(C)c(S(=O)(=O)NCc2ccc3c(c2)OCO3)cc1C	-9	-4	-7	3	0.3	/	4	6
C[C@H](NC(=O)c1ccccc1F)C(=O)N1CCC2(CC1)NCCc1[nH]cnc12	-3	-6	-18	-2	0.0	/	-3	9
Cc1cccc(NC(=O)/C(C#N)=C/c2ccccc2O)n1	?	9	-9	3	0.0	/	6	0
C[C@@H]1CCCCO[C@H](CN(C)Cc2ccncc2)[C@@H](C)CN([C@H](C)CO)C(=O)c2cc(NC(=O)CCCN(C)C)ccc2O1	-3	3	-7	-1	0.0	0.0	2	-51
CCCC(=O)Nc1ccc(-c2cn3cccnc3n2)cc1	/	/	-17	-24	0.0	-0.1	0	-16

Further compounds:
SMILES	esBAF inh	RAD54 inh	RAD52 anneal inh	ERAP1 inh	Xi reactivation	E-sel inducer	ERp5 block	S100A4 inh HTS
Cc1cc(N=Nc2ccc(Cl)cc2)cc(CN2CCCC2)c1O	-1	-9	-12	/	0.0	0.1	5	-4
O=C(c1ccc(-c2ccccc2)c(F)c1)C1CCCN(CCCn2cccn2)C1 (centres undefined)	/	8	-3	2	0.0	5.2	?	15
COc1ccccc1-c1cn(CC[C@H]2CC[C@@H](NC(=O)Cc3ccccn3)[C@@H](CO)O2)nn1	-6	-1	-5	-3	0.9	-0.7	1	8
CCN(CC(=O)Nc1cc(Cl)ccc1C)C(=O)C1CC(=O)N(Cc2ccccc2)C1 (centres undefined)	0	6	-11	-3	0.0	-0.1	0	3
O=C(NCC1COc2ccccc2O1)c1ccc(F)c(S(=O)(=O)N2CCOCC2)c1 (centres undefined)	-1	-6	-9	0	-0.1	2.0	-10	21
C[C@H](O)C#Cc1ccc2c(c1)O[C@@H](CN(C)Cc1ccccn1)[C@H](C)CN([C@@H](C)CO)S2(=O)=O	1	-6	-6	0	-0.4	-0.2	15	3
Cc1cc(Br)cc(C)c1OCC(=O)NNC(=O)c1cccs1	4	13	4	-4	-0.1	-0.3	4	-3
COc1ccc(C(=O)Nc2ccccc2)cc1NC(=O)c1cccs1	/	0	0	-1	-0.1	0.1	4	3
CCCCn1c(/N=C/c2ccc3c(c2)OCO3)nc2ccccc21	-14	5	-46	-7	/	/	1	-7
O=S(=O)(c1ccc(F)cc1)N1CCCCN2[C@H](C1)[C@@H](c1ccc(-c3cncnc3)cc1)[C@@H]2CO	1	3	11	-1	0.0	0.5	2	4
COc1ccc(C(=O)c2c3ccc(C(F)(F)F)cc3[n+]([O-])n2CCCC(N)=O)cc1	-5	3	-10	1	0.2	-0.1	4	-8
COc1ccc(NC(=O)Nc2ccc3c(c2)CC(=O)N([C@@H](C)CO)C[C@H](C)[C@H](CN(C)Cc2ccc4c(c2)OCO4)O3)cc1	-4	15	5	2	-0.1	-0.3	2	7
O=C(Nc1cccc(Cl)c1)NN(c1ccccc1)C1CCS(=O)(=O)C1 (centres undefined)	/	/	-2	-10	1.1	0.0	-4	-9
NC(=O)c1ccc(NC(=O)CN2CCN(S(=O)(=O)c3ccc4c(c3)OCCO4)CC2)cc1	2	-3	4	0	1.3	/	-3	-2
CCC1Oc2ccccc2N(CC(=O)NC2CCCCC2C)C1=O (centres undefined)	1	10	-18	0	0.0	-0.7	9	1
CCCCN(CC)C(=O)Cn1nc(Cc2ccncc2)c2ccccc2c1=O	2	6	-8	2	0.0	0.5	3	1
CCOc1ccc(N(CC(=O)NCc2ccc(F)cc2)C(=O)c2ccco2)cc1	0	8	-8	-1	0.0	/	2	0
Cc1noc(C)c1NC(=O)Nc1ccc2c(c1)C(=O)N([C@@H](C)CO)C[C@H](C)[C@@H](CN(C)C(=O)Nc1ccc(C(F)(F)F)cc1)OCCCC[C@@H](C)O2	12	-10	-10	0	0.1	0.2	11	-20
CCOc1cc(N2CCOCC2)c(OCC)cc1NC(=O)c1[nH]c(C)c(C(C)=O)c1C	-9	8	-7	-1	0.4	-0.6	-2	-5
Cc1nc(C(F)(F)F)ccc1C(=O)N1CCC1(C)C(=O)NS(=O)(=O)c1ccc(Cl)cc1 (centres undefined)	-9	-2	-12	2	-0.1	-0.2	-4	-2
Cc1ccc(S(=O)(=O)N2c3ccccc3-c3c(ssc3=S)C2(C)C)cc1	/	0	-11	-1	0.0	/	3	-7
CC1CCN(C2(O)C(=O)Nc3ccc(Br)cc32)CC1 (centres undefined)	3	-4	-9	2	0.0	4.1	1	-18
CS(=O)(=O)N1[C@H](CO)[C@@H](c2ccc(C#CC3CCCCC3)cc2)[C@@H]1C#N	-3	0	-37	1	-0.1	-0.7	-3	-7
Cc1ccc(NC(=O)c2ccc3c(=O)n4c(nc3c2)CCC4)cc1S(=O)(=O)N(C)C	13	-11	-16	0	0.0	/	6	8
COc1ccc(CC(=O)NCC2CCCN(Cc3cccc(C(F)(F)F)c3)C2)cc1 (centres undefined)	2	-5	-55	-4	0.0	-0.5	2	-10

Reprinted at random: 2 entries already listed.
SMILES	esBAF inh	RAD54 inh	RAD52 anneal inh	ERAP1 inh	Xi reactivation	E-sel inducer	ERp5 block	S100A4 inh HTS
C[C@H](O)C#Cc1ccc2c(c1)O[C@@H](CN(C)Cc1ccccn1)[C@H](C)CN([C@@H](C)CO)S2(=O)=O	1	-6	-6	0	-0.4	-0.2	15	3
CS(=O)(=O)N1[C@H](CO)[C@@H](c2ccc(C#CC3CCCCC3)cc2)[C@@H]1C#N	-3	0	-37	1	-0.1	-0.7	-3	-7

Going on with the list.
SMILES	esBAF inh	RAD54 inh	RAD52 anneal inh	ERAP1 inh	Xi reactivation	E-sel inducer	ERp5 block	S100A4 inh HTS
C[C@H]1CN([C@@H](C)CO)C(=O)Cc2cc(NC(=O)Nc3cccc4ccccc34)ccc2O[C@@H]1CN(C)Cc1ccc(C(=O)O)cc1	0	8	-1	-15	0.9	0.0	-6	2
CCc1ccc2oc(-c3ccc(OC)cc3)cc(=Nc3c(C)n(C)n(-c4ccccc4)c3=O)c2c1	/	/	-12	-4	-0.1	-0.7	-3	-3
C[C@@H]1CCCCO[C@H](CN(C)C(=O)Nc2cccc3ccccc23)[C@H](C)CN([C@@H](C)CO)C(=O)c2cc(NC(=O)Nc3ccc(C(F)(F)F)cc3)ccc2O1	-1	5	6	-1	0.0	0.4	8	8
CN1CCCN(C(=O)CNC(=O)c2ccc(Cl)cc2Cl)CC1	/	2	-9	1	0.0	/	-1	-1
CCOC(=O)C1CCN(C(=O)CN2C(=O)c3cccnc3Oc3ccccc32)CC1	-2	3	-16	-1	0.0	/	7	1
C[C@@H]1CN([C@H](C)CO)C(=O)Cc2cc(NC(=O)NC3CCCCC3)ccc2O[C@H]1CN(C)Cc1ccc(C(F)(F)F)cc1	10	11	-15	-1	0.4	0.1	1	-2
O=C(NCCOc1ccccc1F)c1cc([N+](=O)[O-])ccc1N1CCOCC1	1	0	-6	4	0.2	0.8	-2	-9
C[C@H](CO)N1C[C@H](C)[C@H](CN(C)C(=O)Nc2ccc3c(c2)OCO3)Oc2ccc(NC(=O)C3CC3)cc2CC1=O	3	0	2	1	-0.2	-0.1	-1	-7
COc1ccccc1NS(=O)(=O)c1cccc(C(=O)N/N=C/c2c(C)nn(-c3ccccc3)c2N2CCCC2)c1	/	/	-21	-1	0.0	/	1	-23
C[C@H]1CN([C@@H](C)CO)C(=O)c2cc(C#Cc3ccccc3)cnc2O[C@@H]1CN(C)C(=O)CCN1CCCCC1	-4	3	35	-1	-2.1	-0.2	4	-2
O=C(Nc1ccc(C(=O)N2CCOCC2)cc1)c1cccc(Br)c1	15	12	-4	0	0.1	/	-3	3
COCCNC(=O)C[C@H]1CC[C@H]2[C@H](COc3ccc(NS(=O)(=O)c4ccc(Cl)cc4)cc3C(=O)N2C)O1	2	-7	-9	-3	0.4	0.7	9	2
COc1ccc2c3c(n(C)c2c1)[C@H](CO)N(CC1CC1)CC31CN(Cc2nccs2)C1	/	/	7	-3	0.3	-0.2	-8	-2
